Source: PubChem BioAssay
SRC1 TRFRET art: counter-screen for PPARgamma SRC-1 recruitment agonists: TR-FRET artefact; TR-FRET detection artefact counter-screen, emission ratio; hits give high values; TR-FRET ratio at 8 µM; 0.34% of 99,000 active; in the data active = TR-FRET ratio above about 2300; also: inactives centre near 1800; reference of the scale not given here
SRC3 TRFRET art: counter-screen for PPARgamma SRC-3 recruitment agonists: TR-FRET artefact | PPARgamma/SRC-3 format; hits give high values | TR-FRET ratio at 8 µM | 0.39% of 99,000 active | AID 1048; in the data active = TR-FRET ratio above about 2000; also: inactives centre near 1600; reference of the scale not given here
* hit, by the source's call. Not all compounds are listed. The share of hits here may be higher or lower than overall.

SMILES | SRC1 TRFRET art | SRC3 TRFRET art
O=C(O)c1cc(-c2ccc(N3CCOCC3)cc2)nn1-c1ccc(F)cc1F | 1517 | 1524
O=C(COC(=O)c1ccccc1Nc1ccc(SC(F)F)cc1)NC1CC1 | 2014 | 1358
CC(C)C(=O)Nc1ccc(N2CCN(c3ccc(F)cc3)CC2)cc1 | 1825 | 1461
NC1=NC(=O)/C(=C/c2ccccc2OS(=O)(=O)c2ccccc2)S1 | 1860 | 1549
CCOC(=O)c1c(NC(=O)C2CCCN(S(=O)(=O)c3ccccc3)C2)sc2c1CCCC2 (stereo not drawn) | 2139 | 1692
COc1ccc(CCNC(=O)CSc2nc(O)c(CC(C)C)c(=O)[nH]2)cc1OC | 1762 | 1646
O=C(C(=O)N1CCc2ccccc2C1)N1CCc2ccccc2C1 | 1820 | 1479
Cc1noc(C)c1COC(=O)CNC(=O)c1ccc(Cl)cc1 | 2294 | 1856
O=C(CSc1nnc(-c2ccccc2O)n1-c1ccccc1)Nc1cccc(C(=O)O)c1 | 1962 | 1717
N#C/C(=C\C1=C(N2CCOCC2)C(=C\c2ccc(Cl)cc2)/CC1)C(=O)Nc1ccccc1F | 1687 | 1196
c1ccc(Oc2ccc(-c3ccnc4ncnn34)cc2)cc1 | 1563 | 1417
COc1ccc(CC(=O)Nc2ccc3nc(C)sc3c2)cc1OC | 1645 | 1369
O=C(c1cn2ccccc2n1)N1CCc2c([nH]c3ccccc23)C1c1ccccn1 (stereo not drawn) | 1577 | 1594
COc1cccc(-n2c(SCC(=O)Nc3ccc4c(c3)CCC4)nc3ccccc3c2=O)c1 | 1899 | 1639
COC(CNC(=O)c1ccc2c(c1)ncn2-c1cccc(F)c1)OC | 2102 | 1476
COc1ccc(C(=O)NC2CCN(C(=S)Nc3ccccc3)CC2)cc1 | 1861 | 1691
O=c1[nH]c(/C=C\c2cccs2)nc(O)c1[N+](=O)[O-] | 1841 | 1601
O=C(NC(=S)NCCO)c1sc2ccccc2c1Cl | 1913 | 1853
COc1cccc(C2CC(c3cccs3)=NN2S(C)(=O)=O)c1 (stereo not drawn) | 1945 | 1664
CN(C)c1ccnc2sc3c(SCc4ccc(Cl)cc4)ncnc3c12 | 1619 | 1550
O=C(CSc1nccn1-c1ccccc1)NO | 1671 | 1308
CCN(CC)S(=O)(=O)c1cccc(C(=O)N/N=C/c2ccc([N+](=O)[O-])o2)c1 | 1868 | 1707
C=CCNC(=O)CSc1nnc(-c2ccccn2)n1Cc1ccccc1 | 1788 | 1611
c1ccc2c(c1)N1CCCN=C1N2CCN1CCCCC1 | 2024 | 1489
CCOc1ccc2nc(NC(=O)CSc3nc(-c4ccccc4)c(C#N)c(=O)[nH]3)sc2c1 | 1879 | 1777
Cc1c(Cl)cccc1NC(=O)Cc1ccc([N+](=O)[O-])cc1 | 2175 | 1694
CNC(=O)c1cc2cc(Cc3ccccc3Cl)ccc2oc1=O | 1911 | 1678
Cc1ccc(CNC(=O)CSc2nc(C)cs2)cc1 | 1837 | 1440
O=C(Nc1nnc(SCc2ccc(F)cc2)s1)C1CC(=O)N(c2ccc3c(c2)OCCO3)C1 (stereo not drawn) | 1867 | 1512
O=C(Nc1nnc(-c2cccs2)o1)C1CC1 | 2060 | 1592
CCOC(=O)C1CCN(c2cc(=O)n(Cc3ccc(F)cc3)c(=O)[nH]2)CC1 | 1978 | 1592
O=C(CCl)Nc1cccc(Oc2ccccc2)c1 | 1619 | 1693
CC(=O)C1=C(O)C(=O)N(C)C1c1ccccc1F (stereo not drawn) | 1987 | 1472
Cc1cc(C)n(-c2cc(N3CCN(S(=O)(=O)c4ccc(Br)cc4)CC3)ccc2[N+](=O)[O-])n1 | 1871 | 1639
Cc1ccccc1CC1(CO)CCCN(Cc2c(C)nn(C)c2Cl)C1 (stereo not drawn) | 1798 | 1627
Cc1nc2ccccn2c1C(=O)N/N=C/c1ccc([N+](=O)[O-])o1 | 1949 | 1912
CCc1c(C)c(C#N)c2nc3ccccc3n2c1-n1nc(C)cc1C | 1918 | 1632
CCOC(=O)CCSc1cc(C)c2ccccc2n1 | 1760 | 1403
Cc1nc(C(=O)O)nn1-c1ccc([N+](=O)[O-])cc1 | 1576 | 1661
COc1ccc(CCN2C(=O)CC(NNc3ccc([N+](=O)[O-])cc3)C2=O)cc1OC (stereo not drawn) | 1836 | 1624
OC1CCCN(CC(O)c2ccccc2)C1 (stereo not drawn) | 2089 | 1625
CCn1cnc2scc(-c3ccc(C)c(C)c3)c2c1=O | 1824 | 1626
COc1ccc(C(C)=O)cc1CSc1nnc(Nc2c(C)cccc2C)s1 | 1631 | 1618
COCC(C)n1c(C)cc(C(=O)COC(=O)CNC(=O)c2ccccc2)c1C (stereo not drawn) | 1621 | 1494
Cc1cccc2nc(CSc3nc4[nH]ncc4c(=O)n3-c3cccc(Cl)c3)cc(=O)n12 | 1983 | 1536
COc1ccc(CCNC(=O)c2nonc2N)cc1OC | 1956 | 1484
N#Cc1cccc(NC(=O)CSc2nnc(-c3n[nH]c4ccccc34)o2)c1 | 1460 | 1656
CCCOC(=O)Oc1ccc2c(=O)c(Oc3cc(C)cc(C)c3)coc2c1 | 1586 | 1482
CC(=O)Oc1ccc(-n2c(=O)c3ccccc3c3ccccc3c2=O)cc1 | 1484 | 1530
CCOC(=O)c1cc(=O)n(-c2ccc(Cl)cc2C)[nH]1 | 1938 | 1821
Cc1ccc(Sc2ccc(NC(=O)CCl)cc2)cc1C | 1818 | 1622
Nc1nc(F)cc(NCc2ccccc2)n1 | 1879 | 1497
Brc1cccc(CNCc2cccs2)c1 | 1515 | 1701
Cc1cc(C)c(N=Cc2c(O)n(-c3nccs3)c(=O)c3ccccc23)c(C)c1 | 1857 | 1736
CC(=O)N(C)c1ccc(NC(=O)C(Sc2ccccc2)c2ccccc2)cc1 (stereo not drawn) | 1689 | 1520
COC(=O)c1cn(Cc2ccccc2C)nn1 | 1988 | 1649
CCN(CC)S(=O)(=O)c1ccc(Cl)c(NC(=O)COc2ccc(OC)cc2)c1 | 1844 | 1525
COCCn1c(SCC(=O)NCC2CCCO2)nc2c(c1=O)SC(C)C2 (stereo not drawn) | 1718 | 1463
CN(C)C(=O)C1Cc2ccccc2CN1S(=O)(=O)c1cccs1 (stereo not drawn) | 1789 | 1683
Cc1cc(N2CCOCC2)ccc1/C=C1\NC(=O)N(Cc2ccccc2F)C1=O | 1991 | 1477

Additional results follow.
SMILES | SRC1 TRFRET art | SRC3 TRFRET art
O=C(/C=C/c1cn(-c2ccccc2)nc1-c1cccc(Cl)c1)N1CCN(c2ccccn2)CC1 | 1758 | 1550
Cc1c(N=C2NN=C(c3ccc(Cl)cc3)CS2)c(=O)n(-c2ccccc2)n1C | 2021 | 1390
O=C(COc1ccccc1)Nc1ccc(Cl)cn1 | 1779 | 1753
Cc1cc(O)c(-c2ccno2)cc1Cl | 1812 | 1386
COCCN1C=C(C(=O)OC)C(c2ccccc2Cl)C(C(=O)OC)=C1 | 2038 | 1750
COc1ccc(C2=CC(c3cccc(OC)c3)n3nnnc3N2)cc1 (stereo not drawn) | 1754 | 1526
Cc1ccc(NC(=O)C2CC(=O)N/C(=N/N=C/c3ccco3)S2)cc1 (stereo not drawn) | 1799 | 1474
COc1cccc(OCCSc2nc(C)c(Cc3ccccc3)c(=O)[nH]2)c1 | 1817 | 1319
Cc1ccc(Nc2nnc(-c3ccncc3)s2)c(Br)c1 | 1690 | 1347
CCn1c(O)c(N=NC(=O)C2C(=O)NCC2c2ccccc2)c2ccccc21 (stereo not drawn) | 2049 | 1804
CCOC(=O)c1ccc(NC(=S)N(CCCN2CCCC(C)C2)Cc2ccco2)cc1 (stereo not drawn) | 1831 | 1465
COc1ccc(C)cc1NS(=O)(=O)c1cn(C)nc1C | 1770 | 1468
Cc1ccccc1NC(=S)N(CCc1c(C)[nH]c2ccc(F)cc12)Cc1cccnc1 | 1568 | 1547
COC(=O)NNC(=S)Nc1ccc(Br)cc1 | 1743 | 1478
Cc1cc(C(=O)NC2CCCCC2)c(C)n1-c1ccc(F)cc1 | 1709 | 1534

Structural class, the entries above containing fluorine.
SMILES | SRC1 TRFRET art | SRC3 TRFRET art
O=C(O)c1cc(-c2ccc(N3CCOCC3)cc2)nn1-c1ccc(F)cc1F | 1517 | 1524
O=C(COC(=O)c1ccccc1Nc1ccc(SC(F)F)cc1)NC1CC1 | 2014 | 1358
CC(C)C(=O)Nc1ccc(N2CCN(c3ccc(F)cc3)CC2)cc1 | 1825 | 1461
N#C/C(=C\C1=C(N2CCOCC2)C(=C\c2ccc(Cl)cc2)/CC1)C(=O)Nc1ccccc1F | 1687 | 1196
COC(CNC(=O)c1ccc2c(c1)ncn2-c1cccc(F)c1)OC | 2102 | 1476
O=C(Nc1nnc(SCc2ccc(F)cc2)s1)C1CC(=O)N(c2ccc3c(c2)OCCO3)C1 (stereo not drawn) | 1867 | 1512
CCOC(=O)C1CCN(c2cc(=O)n(Cc3ccc(F)cc3)c(=O)[nH]2)CC1 | 1978 | 1592
CC(=O)C1=C(O)C(=O)N(C)C1c1ccccc1F (stereo not drawn) | 1987 | 1472
Nc1nc(F)cc(NCc2ccccc2)n1 | 1879 | 1497
Cc1cc(N2CCOCC2)ccc1/C=C1\NC(=O)N(Cc2ccccc2F)C1=O | 1991 | 1477
Cc1ccccc1NC(=S)N(CCc1c(C)[nH]c2ccc(F)cc12)Cc1cccnc1 | 1568 | 1547
Cc1cc(C(=O)NC2CCCCC2)c(C)n1-c1ccc(F)cc1 | 1709 | 1534

(further entries)
SMILES | SRC1 TRFRET art | SRC3 TRFRET art
Cc1ccc(S(=O)(=O)CCNC(=O)Cc2ccccc2)cc1 | 2247 | 1746
COc1ccc(CNC(=O)CC2C(=O)NCCN2CC(C)(C)C)c(OC)c1 (stereo not drawn) | 1845 | 1668
CCCOc1ccc(C2NC(=S)NC(c3ccccc3)=C2C(=O)Nc2ccc(C)cc2)cc1OC (stereo not drawn) | 1770 | 1776
CCCCn1nc(C(=O)Oc2ccc3c(C)cc(=O)oc3c2)c2ccccc2c1=O | 1684 | 1536
c1ccc(CCC2CCCCN2Cc2nc(C3CC3)no2)cc1 (stereo not drawn) | 1649 | 1539
O=C(O)CC1=C(c2ccc(F)cc2)CCC1=O | 1868 | 1615
Nc1cc(-c2cccc(F)c2)nn1S(=O)(=O)c1cccc2nsnc12 | 1507 | 1628
Cc1cc(NC(=O)c2ccc([N+](=O)[O-])cc2Cl)ccc1NC(=O)c1ccco1 | 1729 | 1407
CC1=C(C(=O)OCC(C)C)C2(O)C(=O)c3ccccc3C2(O)N1 (stereo not drawn) | 1947 | 1555
Cn1c(=NC(=O)C2CCCCC2)sc2cc([N+](=O)[O-])ccc21 | 1855 | 1512
Cc1ccc(Oc2ncccc2C(=O)NC2CCSC2=O)cc1 (stereo not drawn) | 1796 | 1574
O=C(Nc1nnc(-c2ccco2)o1)C1CC1 | 1954 | 1534
NC1=NC(=O)C(Cc2ccccc2)S1 (stereo not drawn) | 1653 | 1527
COC(=O)c1cc(NC(=O)c2ccccc2)c(=O)oc1C | 1815 | 1566
COc1ccc(C2CCCN2C(=S)Nc2cccc(C)c2C)cc1OC (stereo not drawn) | 1719 | 1397
O=C(CN(c1ccc(Cl)cc1)S(=O)(=O)c1ccc(Cl)c([N+](=O)[O-])c1)NCCc1ccc(F)cc1 | 1964 | 1837
CCN(CC)S(=O)(=O)c1ccc(OC)c(NC(=S)Nc2cc(C)ccc2C)c1 | 1580 | 1541
O=C(NCCOc1ccccc1F)c1ccccc1SCc1ccc(F)cc1 | 1840 | 1612
COc1ccc(NC(=S)NC2CCCCCC2)c(OC)c1 | 1808 | 1715
C=CCOc1ccccc1CNc1ccccc1C | 1732 | 1538
NC(N)=NS(=O)(=O)c1ccc(NC(=S)NC(=O)/C=C/c2cccs2)cc1 | 1650 | 1674
O=C(COC(=O)/C=C/c1ccc([N+](=O)[O-])cc1)NCc1ccccc1 | 1849 | 1645
C=CCOc1ccc(CNc2ccc(NC(=O)CC(C)C)cc2)cc1OC | 1774 | 1618
CCOC(=O)CCC(NC(=O)CCCC(=O)NC(CCC(=O)OCC)C(=O)OCC)C(=O)OCC (stereo not drawn) | 1844 | 1737
Clc1cccc(N2CCN(c3nnnn3-c3ccccc3)CC2)c1 | 1754 | 1743
CCOc1cc2[nH]c(=O)n(CCCN3CCN(c4ccc(OC)cc4)CC3)c(=O)c2cc1OCC | 1861 | 1676
CSc1ccccc1NC(=O)c1ccco1 | 1822 | 1558
O=C(NCCOc1ccccc1)c1ccccc1NC(=O)C1CCCO1 (stereo not drawn) | 1482 | 1575
CCC/C(O)=C1\C(=O)CCCC1=NCCc1c(C)[nH]c2ccc(OC)cc12 | 1705 | 1692
COc1ccc(NC(=O)CSc2cc(C)ccc2C)cn1 | 1804 | 1468
CCC(=O)Nc1ccc(N2CCN(S(C)(=O)=O)CC2)cc1 | 1983 | 1552
CC(=O)NNC(=O)c1cc2c3ccccc3n(C)c2s1 | 1733 | 1503
COc1cccc(NC(=S)NNC(=O)Cn2nc([N+](=O)[O-])cc2C)c1 | 1574 | 1455
O=C(NNc1ccccn1)c1ccc(Cl)nc1 | 1729 | 1526
O=C(CCSc1ccccc1)Nc1ccccc1Br | 1661 | 1469
Cc1ccc(OCC(=O)N(C)Cc2ccccc2)c([N+](=O)[O-])n1 | 2116 | 1601
O=C(CNC(=O)c1ccccc1)OCc1cccc(Br)c1 | 1927 | 1616
COc1cc([N+](=O)[O-])cc(/C=N/N(CCC#N)C(C)=O)c1O | 1894 | 1675
O=C1C=C(Nc2ccc(Cl)cc2Cl)CC(c2ccco2)C1 (stereo not drawn) | 2091 | 1718
O=C(COC(=O)/C=C/c1cccs1)NC(c1ccccc1)c1ccccc1 | 1814 | 1450
COC(=O)c1ccc(OCC(O)CN2C(=O)c3ccccc3S2(=O)=O)cc1 (stereo not drawn) | 1961 | 1814
